# S aureus QS inh: S. aureus quorum sensing inhibition; S. aureus RN6390 RNAIII-GFP reporter, AIP-induced, flow cytometry 3 h; inhibition, % at 2 µM; 0.3% of 24,000 active;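 active means share of bacteria positive for the green fluorescent reporter and its mean brightness both inhibited by 50% or more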;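 further: 0% = AIP-stimulated control and 100% = unstimulated bacteria without AIP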
# S aureus QS inh GFP MFI %: further read-out of S aureus QS inh, marked with its call; inhibition, %; measured here: inhibition of GFP MFI
# * = called active by the depositor. Only part of the results is shown, so the mix of outcomes need not match the whole.
SMILES,S aureus QS inh,S aureus QS inh GFP MFI %
Cc1ccnc(-n2c(-c3ccco3)nc3ccccc3c2=O)c1,0,-3
C=CCN1C(=O)CSc2ccc(C(=O)N3CCC4(CC3)OCCO4)cc21,0,10
O=C(Cn1nc(Cc2cccnc2)c2ccccc2c1=O)N1CCC2(CC1)OCCO2,0,7
CN(C)C(=O)Oc1ccc(-c2nnco2)cc1,-1,5
C=CCN(CC=C)Cc1c[nH]c2ccccc12,-1,-10
CCS(=O)(=O)N1CCCC(C(=O)N2CCC3(CC2)OCCO3)C1 (centres undefined),-2,-18
COc1ccc(OC)c(C2=NOC(C(=O)N3CCC4(CC3)OCCO4)C2)c1 (centres undefined),-1,34
CCOC(=O)N1CCC(NC(=O)CCc2nc(C3=CCN(C)CC3)no2)CC1,10,15
Cc1nc2ccccc2c(=O)n1-c1ccc(F)cc1,-1,-1
Cn1cc(C(=O)c2ccccc2)c2ccccc21,-1,-1
Cc1nc2ncnn2c(C)c1CCC(=O)N1CCC2(CC1)OCCO2,-5,-15
CN1C[C@H](CNC(=O)OCc2ccccc2)C[C@@H]2c3cccc4c3c(cn4C)C[C@H]21,2,3
[N-]=[N+]=CC(=O)OC[C@H](N)C(=O)O,-2,-4
CCC(C(=O)N1CCC2(CC1)OCCO2)c1ccccc1 (centres undefined),0,12
COc1ccc(S(=O)(=O)NCc2ccc(C(=O)N3CCC4(CC3)OCCO4)cc2)cc1,-1,-9
Cn1c(=O)cc(OCC(=O)N2CCC3(CC2)OCCO3)c2ccccc21,-2,-7
O=C1C2CCCN2C(c2ccc(Cl)cc2)N1c1ccccn1 (centres undefined),-9,-17
CCOc1cccc(N2C(=O)CC(=O)NC2=O)c1,-1,-10
CN1[C@@H]2CC[C@H]1CC(OC(=O)C1C=Nc3ccccc31)C2 (some centres undefined),-3,-25
Cc1cc(C)c(C2=NOC(O)(C(F)(F)F)C2)c(=O)[nH]1 (centres undefined),1,3

# An excerpt taken from the entries so far:
SMILES,S aureus QS inh,S aureus QS inh GFP MFI %
C=CCN1C(=O)CSc2ccc(C(=O)N3CCC4(CC3)OCCO4)cc21,0,10
O=C(Cn1nc(Cc2cccnc2)c2ccccc2c1=O)N1CCC2(CC1)OCCO2,0,7
CN(C)C(=O)Oc1ccc(-c2nnco2)cc1,-1,5
C=CCN(CC=C)Cc1c[nH]c2ccccc12,-1,-10
CCS(=O)(=O)N1CCCC(C(=O)N2CCC3(CC2)OCCO3)C1 (centres undefined),-2,-18
COc1ccc(OC)c(C2=NOC(C(=O)N3CCC4(CC3)OCCO4)C2)c1 (centres undefined),-1,34
CCOC(=O)N1CCC(NC(=O)CCc2nc(C3=CCN(C)CC3)no2)CC1,10,15
Cc1nc2ccccc2c(=O)n1-c1ccc(F)cc1,-1,-1
Cn1cc(C(=O)c2ccccc2)c2ccccc21,-1,-1
Cc1nc2ncnn2c(C)c1CCC(=O)N1CCC2(CC1)OCCO2,-5,-15
CN1C[C@H](CNC(=O)OCc2ccccc2)C[C@@H]2c3cccc4c3c(cn4C)C[C@H]21,2,3
[N-]=[N+]=CC(=O)OC[C@H](N)C(=O)O,-2,-4
CCC(C(=O)N1CCC2(CC1)OCCO2)c1ccccc1 (centres undefined),0,12
COc1ccc(S(=O)(=O)NCc2ccc(C(=O)N3CCC4(CC3)OCCO4)cc2)cc1,-1,-9
Cn1c(=O)cc(OCC(=O)N2CCC3(CC2)OCCO3)c2ccccc21,-2,-7
O=C1C2CCCN2C(c2ccc(Cl)cc2)N1c1ccccn1 (centres undefined),-9,-17
CCOc1cccc(N2C(=O)CC(=O)NC2=O)c1,-1,-10

# Next section
SMILES,S aureus QS inh,S aureus QS inh GFP MFI %
COc1ccc(C(CC(=O)N2CCC3(CC2)OCCO3)NS(=O)(=O)c2ccc(OC)cc2)cc1 (centres undefined),-2,-22
C#CCN(C)C(C)Cc1ccccc1 (centres undefined),-3,0
COc1ccc(-n2c(=O)[nH]c3ccccc3c2=O)c(OC)c1,6,14
COc1ccc2[nH]cc(CCN(C)C)c2c1,0,3
CC(C)Cn1cc(C(=O)N2CCC3(CC2)OCCO3)c2c3ccccc3n(C)c2c1=O,3,9
O=c1[nH]c(=O)n(CCc2ccccc2)c(O)c1C=NCCN1CCNCC1,3,14
CCCCn1c(O)c(C(C)=NCCc2ccccc2)c(=O)[nH]c1=O,0,4
CN1C(=O)c2ccccc2Sc2ccc(C(=O)N3CCC4(CC3)OCCO4)cc21,-1,-4
O=C(c1ccc2nc(-c3ccco3)c(-c3ccco3)nc2c1)N1CCC2(CC1)OCCO2,2,8
Cc1nc2ccccc2c(=O)n1-n1cnnc1,-7,-9
COC(=O)C(O)(c1c(C)[nH]n(-c2ccccc2)c1=O)C(F)(F)F (centres undefined),-1,13
CN(C)c1nc(-c2ccccc2)[n+](C)s1,0,9
NC(=O)OCCSc1nnc(-c2cccc(C(N)=S)c2)o1,-1,1
Cc1ccc(O)c(CN2CCN(c3ccccc3)CC2)c1,1,-3
Cc1nn(-c2ccccc2)c2c1CC1(C(=O)N(C)C(=O)N(C)C1=O)C1CCCCN21 (centres undefined),1,6
COc1ccc(C2C(C(=O)N3CCC4(CC3)OCCO4)CC(=O)N2c2ccc(OC)cc2)cc1 (centres undefined),-5,-49
CCCNS(=O)(=O)c1ccc(OCC(=O)N2CCN(Cc3ccccc3)CC2)cc1,0,3
